N370S GC mod = inhibits or activates N370S mutant glucocerebrosidase | P04062 | N370S GC spleen homogenate, 4MU-glucoside fluorescence | Potency, µM (titrated, usually from 59.4 µM), inactives show top-dose activity change, negative = inhibition, usual class: inhibitors | hit rate 0.092% among 330,000 | AID 2101;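 note: 0% = full enzyme activity and -100% = no enzyme basal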
TDP1 block = blocks human tyrosyl-DNA phosphodiesterase 1; recombinant TDP1, AlphaScreen DNA substrate cleavage; Potency, µM (series often up to 130 µM), without a hit: at the highest dose activity change, negative = inhibition, usual class: inhibitors; Q9NUW8; hit rate 0.28% among 350,000; note: nearly all actives have a fitted effect of over 40% in size
Target sequence (Q9NUW8 whole entry, looked up): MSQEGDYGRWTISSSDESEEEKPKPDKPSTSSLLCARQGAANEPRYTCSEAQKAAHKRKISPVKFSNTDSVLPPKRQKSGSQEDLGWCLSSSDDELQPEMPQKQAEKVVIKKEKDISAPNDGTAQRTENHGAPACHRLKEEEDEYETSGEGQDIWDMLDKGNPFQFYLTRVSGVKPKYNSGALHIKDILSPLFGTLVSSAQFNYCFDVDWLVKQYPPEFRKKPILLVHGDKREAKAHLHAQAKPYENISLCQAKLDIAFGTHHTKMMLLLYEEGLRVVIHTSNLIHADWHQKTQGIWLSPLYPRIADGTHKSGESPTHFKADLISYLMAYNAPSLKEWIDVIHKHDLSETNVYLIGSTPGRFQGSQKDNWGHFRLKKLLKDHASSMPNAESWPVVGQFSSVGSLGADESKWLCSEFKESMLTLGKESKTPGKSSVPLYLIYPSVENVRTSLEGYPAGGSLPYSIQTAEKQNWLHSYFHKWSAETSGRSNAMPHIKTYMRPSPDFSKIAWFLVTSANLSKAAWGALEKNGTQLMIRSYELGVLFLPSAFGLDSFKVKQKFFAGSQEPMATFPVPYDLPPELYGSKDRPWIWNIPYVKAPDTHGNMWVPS
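E. coli-derived human Tdp1, 1 nM final. Cpd preinc 15 min RT; substrate 15 nM final, 5 min RT; AS bead mix 10 ug/ml final, 10 min RT. Signal loss = tyrosine-FITC cleavage. No-enzyme wells = max signal.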
FEN1 inh = human FEN1 inhibition; P39748; Recombinant FEN1 flap cleavage, fluorescence, 15 min; Potency, µM (series often up to 114 µM), for inactives: at the highest dose activity change, negative = inhibition, usual class: inhibitors; hit rate 0.35% among 390,000; note: nearly all actives have a fitted effect of over 65% in size
Target sequence (P39748 whole entry, looked up): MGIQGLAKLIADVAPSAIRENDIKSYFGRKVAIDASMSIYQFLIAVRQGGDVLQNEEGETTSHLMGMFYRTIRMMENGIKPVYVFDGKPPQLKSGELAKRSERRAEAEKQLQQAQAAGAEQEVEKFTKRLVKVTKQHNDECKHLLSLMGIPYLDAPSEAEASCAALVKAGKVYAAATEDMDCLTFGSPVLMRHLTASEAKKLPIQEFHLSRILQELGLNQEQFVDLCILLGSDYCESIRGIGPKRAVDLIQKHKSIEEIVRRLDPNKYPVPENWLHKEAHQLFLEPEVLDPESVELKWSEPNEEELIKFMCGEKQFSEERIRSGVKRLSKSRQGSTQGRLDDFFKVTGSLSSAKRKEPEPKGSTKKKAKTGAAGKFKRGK
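Concentration–response screening of FEN1 (10 nM): 15 min compound preincubation at room temperature, reaction started with 50 nM substrate and read at 0 and 15 min. Corrected, normalized data were fitted by a four-parameter Hill equation.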
* marks the source's active call; other numbers are inactive results; ? = inconclusive; . = not tested or not shown; & = joins results of further samples; [ ] = remark or other dose. Calls come from the whole dose curve; as a rule, active = well fitted curve in the direction sought with a large enough effect; inconclusive = small, poorly fitted or top-dose-only effect, or another doubt; inactive = no such curve, though single readings can be large; an effect the other way counts as inactive or inconclusive. Unless noted, % is set by controls: 0 for no effect and ±100 for the full control effect; potency is the fitted concentration of half-maximal effect.

SMILES	N370S GC mod	TDP1 block	FEN1 inh
c1ccc2c(c1)CCN(c1ncnc3nc[nH]c13)C2	-1%	5%	-3%&3%&3%
CS(=O)(=O)N1CCCC(C(=O)N2CCc3ccccc3C2)C1 (stereo not given)	3%	2%	0%
O=C(Nc1ncc2c(n1)-c1ccccc1CC2)c1ccc(F)cc1	4%	3%	-4%
COc1cc(OC)c2c(-c3ccccc3)cc(=O)oc2c1C(CC(=O)N1CCOCC1)c1ccc2c(c1)OCO2 (stereo not given)	13%&14%	9%&2%	0%&0%
COc1ccc(-c2cc(N)n(S(=O)(=O)c3c(F)c(F)c(F)c(F)c3F)n2)cc1OC	-3%	9%	-3%
CCOC(=O)c1c(C)oc(NC(=O)COc2ccc(Cl)cc2C)c1C#N	12%	-1%	-20%
CCCCNC(=S)Nc1ccccc1Cc1ccccc1	13%	-2%	-6%
Cc1ccc(C)c(N2CCN(S(=O)(=O)c3ccc(C4CCCCC4)cc3)CC2)c1	.	3%	12%
CC1CC(C)CN(C(=O)C(C)N(C)CC(=O)Nc2ccc(Cl)cc2)C1 (stereo not given)	-6%	-5%	-3%
CCN(C[C@H]1N[C@@](C)(C(=O)OC)[C@H]2C(=O)N(C)C(=O)[C@@H]12)S(=O)(=O)c1ccc(C(F)(F)F)cc1	.	1%	4%
CC(C)NCc1cccc([N+](=O)[O-])c1	19%	-5%	-6%
CCOC(=O)CSc1nnc([C@H](C)NC(=O)OC(C)(C)C)o1	2%	0%	1%
O=C(O)CCSCc1ccccc1F	4%	2%	-7%
Cc1sc2ncn(CC(=O)NCc3ccccn3)c(=O)c2c1S(=O)(=O)N1CCOCC1	2%	2%	-16%
Cc1cc([N+](=O)[O-])c2[nH]c(C(=O)N/N=C/c3ccccc3C(=O)O)c(-c3ccccc3)c2c1	2%	-8%	?
Cc1cc(C(C)(C)C)cc(S(=O)(=O)Nc2ccc(C(=O)O)cc2)c1C	19%	1%	5%
Cc1ccc(CSC2=Nc3ccccc3C3=NC(CCC(=O)NCCc4ccccc4)C(=O)N23)cc1 (stereo not given)	.	-2%	-21%
C=CCNc1nc(-c2cccs2)c(CC(=O)O)s1	-15%	.	8%
CCn1c(CNC(=O)C(C)(C)C)nc2ccccc21	-16%	6%	22%
Cc1ccc(N2C(=O)N(CC(=O)NCc3ccccc3Cl)C(=O)C2C)cc1 (stereo not given)	0%	0%	0%
Cc1c(CCOC(=O)c2cc([N+](=O)[O-])cc([N+](=O)[O-])c2)sc[n+]1CC(=O)c1ccc(Br)cc1	?	9%	-23%
O=C(O)/C=C\C(=O)Nc1ccc(N2CCN(c3ccc(Cl)cc3)CC2)cc1	2%	9%	11%
CCOC(=O)[C@H]1[C@H]2COc3ccc(OC)cc3[C@@H]2N2C(=O)CN(C)C(=O)[C@@]12C	.	0%	-2%
CCOC(=O)c1ccc(N2C(=O)CC(N3CCC(C(N)=O)(N4CCCCC4)CC3)C2=O)cc1 (stereo not given)	0%	0%	-8%
CCCCCCSc1nc(O)c(C2OC(=O)c3c2ccc(OC)c3OC)c(=O)n1CC (stereo not given)	7%	6%	-11%
Following part.
SMILES	N370S GC mod	TDP1 block	FEN1 inh
CCOC(=O)CCc1c(C)c2ccc3c(c2oc1=O)CN(CCCO)CO3	?	.	13%
Cc1ccc(S(=O)(=O)N2CCCN(S(=O)(=O)c3ccc(C(F)(F)F)cc3)CC2)cc1	-13%	-2%	-13%
CCOC(=O)C1CCCN(c2c(NCCN(C)Cc3ccccc3)c(=O)c2=O)C1 (stereo not given)	0%	1%	19%
CSc1ccc(/C=N/n2c(C)cc(C)cc2=O)cc1	-4%	4%	-3%
Cc1ccc(C)c(S(=O)(=O)N(C)C2(C)CCS(=O)(=O)C2)c1 (stereo not given)	-9%	0%	-3%
CCn1c(C)c(C)c2cc(C(=O)NC3CCCCCC3)ccc21	4%	3%	-21%
Cc1ccc(NC(=O)c2c(NC(=O)c3ccc(F)cc3)sc3c2CCCC3)cc1C	.	-7%[12.3 µM]	5%
CC(NC(=O)c1ccc(CS(C)(=O)=O)cc1)C1CC2CCC1C2 (stereo not given)	-6%	7%	-4%
COc1ccc(NC(=O)c2cc3ccccc3o/c2=N\NS(=O)(=O)c2ccc(C)cc2)cc1	-10%	3%	-1%
CCOC(=O)N1CCN(CC(=O)Nc2cc(OC)c(OC)cc2C#N)CC1	3%	9%	2%
CCN(CC)c1ncnc2c1cnn2Cc1ccc(Cl)cc1	24%	6%	4%
COc1ccccc1CNC(=O)CCn1c(=O)sc2ccccc21	4%	6%	0%
COc1ccc(S(=O)(=O)CCC(=O)Nc2ccc(OC)cc2OC)cc1	?	3%	1%
COc1ccc(C(OCCN2CCC[C@@H](C(=O)O)C2)(c2ccc(OC)cc2)c2ccc(OC)cc2)cc1	-17%	-4%[56.1 µM]	.
Cc1cc(C)c(S(=O)(=O)Nc2ccc[nH]c2=O)c(C)c1	3%	8%	8%
Cc1cc(SCC(=O)OCC(=O)NC(C)c2ccccc2)c(C)cc1Br (stereo not given)	3%	-8%	-1%
CCc1c(C)nc2ncnn2c1N1CCN(S(=O)(=O)c2ccc(OC)cc2)CC1	-5%	-3%	13%
COc1ccc(/C=C(/NC(=O)c2ccc(C)cc2)C(=O)N2CCCC2)cc1OC	2%	8%	6%
Cc1ccccc1CN1CCC(n2nccc2NC(=O)CCCc2ccccc2)CC1	-18%	2%	10%
CC(C)c1ccc(NC(=O)c2ccc3snnc3c2)cc1	-3%	2%	1%
CCn1cnc2c(NCCc3cccnc3)nc(C#N)nc21	.	0%&0%	-11%
CN(CCOc1ccccc1)CC(=O)Nc1ccc(Cl)c(S(=O)(=O)N(C)C)c1	-3%	5%	0%
Cc1cc(C)nc(NC(=NCc2ccc3c(c2)OCO3)NC(=O)Nc2ccccc2)n1	-2%	2%	2%
Cc1c(NCc2nc3ccccc3[nH]2)c(=O)n(-c2ccccc2)n1C	-3%	6%	-17%
O=C1CCCC2=C1C(c1cccs1)Nc1ccc3ncccc3c12 (stereo not given)	-9%	-1%	2%

2 of the compounds above, as a markdown table:
| Structure | N370S GC mod | TDP1 block | FEN1 inh |
| --- | --- | --- | --- |
| CCc1c(C)nc2ncnn2c1N1CCN(S(=O)(=O)c2ccc(OC)cc2)CC1 | -5% | -3% | 13% |
| CCOC(=O)N1CCN(CC(=O)Nc2cc(OC)c(OC)cc2C#N)CC1 | 3% | 9% | 2% |

(next part)
SMILES	N370S GC mod	TDP1 block	FEN1 inh
Cc1ccc(S(=O)(=O)N2CCC(=O)N(C(COCc3ccc(C(F)(F)F)cc3)C(C)C)CC2)cc1 (stereo not given)	11%	4%	-23%
COc1cccc(C2CC(c3ccccc3)Nc3ncnn32)c1 (stereo not given)	10%	-9%	-4%
O=C(Cn1ncc2c3ccccc3n(Cc3ccc(Cl)cc3)c2c1=O)NCCC1=CCCCC1	.	5%	-2%
COc1ccc(Cl)cc1NC(=O)c1cc(-c2ccc(C)cc2O)n[nH]1	1%	0%	-6%
CSCC[C@H](NC(=O)C(C)Oc1ccc(Cl)cc1)c1nc2ccccc2[nH]1 (stereo not given in full)	3%	5%	-7%
CCOc1ccc(CNC(=O)c2cccc(NC(=O)N3CCSc4ncccc43)c2)cc1	.	6%	14%
CCS(=O)(=O)c1ncc(Cl)c(C(=O)Nc2ccc(S(=O)(=O)N3CCCC(C)C3)cc2)n1 (stereo not given)	-10%	8%	-11%
COc1ccc(-n2cc(-c3ccccc3)nc2SCC(=O)Nc2ccccc2)cc1Cl	.	4%	3%
Cc1ccc(CNC(=O)C2CCN(S(=O)(=O)c3cccc4nonc34)CC2)cc1	0%	0%	3%&0%
Cc1ccc(-c2csc3nnc(SCc4csc(C)n4)n23)cc1	5%	7%	7%
CCOC(=O)C/C(=N\Nc1ncnc2ccccc12)c1ccccc1	17%	12%	-23%
CCN1CCN(c2nc3c(C)cccn3c(=O)c2/C=C(\C#N)S(=O)(=O)c2ccc(Cl)cc2)CC1	-8%	5%	-3%
CCN(CC)CCCNC(=O)c1[nH]c(C)c(C(=O)NC2CCCCC2)c1C	-9%	0%	-15%
COc1ccc(NC(=O)C2CCN(S(=O)(=O)c3c(C)noc3/C=C/c3cccs3)CC2)cc1Cl	.	2%	9%
Cc1ccc(C(=O)c2c3ccc([N+](=O)[O-])cc3[n+]([O-])n2CCC(N)=O)cc1	-8%	.	6%
O=[N+]([O-])c1ccc(S(=O)(=O)NCCN2CCOCC2)cc1	10%	6%	11%
C#CCOCCOCCOCCNc1nc(N2CCN(C(=O)[C@H](CCCCN)n3cc(CCC(=O)O)nn3)CC2)nc(N2CCN(C(=O)[C@H](CCCCN)n3cc(CC(C)O)nn3)CC2)n1 (stereo not given in full)	-3%	2%	0%
CC(C)(C)c1ccc2c(c1)OC(C(=O)N/N=C/c1ccc([N+](=O)[O-])o1)CO2 (stereo not given)	20%	8%	-17%
COC(=O)CN1C(=O)CSc2ccc(S(=O)(=O)N3CCOCC3)cc21	.	3%	3%
CCOc1cc2c(cc1OCC)C(CC(=O)OC)N(C(=O)Nc1cc(OC)ccc1OC)CC2 (stereo not given)	.	9%	8%
CC(N=C1NS(=O)(=O)c2ccccc21)C(=O)NCc1ccc2c(c1)OCO2 (stereo not given)	-5%[12.8 µM]	1%	-12%
Cc1ccc(NC(=O)CSc2nnc(/N=C/N(C)C)s2)cc1	12%	-1%	6%
O=C(CN(C(=O)C1CSC(=O)C1)c1ccc(F)cc1)NCc1ccc2c(c1)OCO2 (stereo not given)	-2%	3%	0%
Nc1ccc(S(=O)(=O)c2cccc(N)c2)cc1	-15%	3%	8%
O=C(CCCCn1c(=O)c2ccccc2n(CC(=O)Nc2cccc(F)c2)c1=O)NCc1ccccc1Cl	.	0%	10%
Going on with the list.
SMILES	N370S GC mod	TDP1 block	FEN1 inh
Cc1cc(C)cc(NC(=O)Nc2ccc3c(c2)N(C)C(=O)CS3)c1	-7%	3%	2%
CCNCc1ccc(OCc2cccs2)c(OCC)c1	-15%	3%	-15%
Cc1cccc(N2CCN(C(=O)c3cc4c(=O)oc5ccccc5c4s3)CC2)c1C	.	9%	19%
O=C(O)CCCNc1ccc(S(=O)(=O)N2CCCCC2)cc1	17%	-2%	-5%
CN(C)C(=S)SCC(=O)Nc1ccc(Cl)cc1Cl	?	-1%	1%
Cc1cccc(-c2noc(CCC(=O)NCc3ccco3)n2)c1	8%	3%	13%
O=C(CC1SC(=NCC2CCCO2)NC1=O)Nc1cc([N+](=O)[O-])ccc1Cl (stereo not given)	-12%	5%	6%
NC(=O)c1ccc(N2CCN(c3ccccc3O)CC2)c([N+](=O)[O-])c1	-5%	3%	-2%
CCOC(=O)NNC(=S)Nc1c(C)n(C)n(-c2ccccc2)c1=O	4%	-2%	-1%
Cc1ccc(Cn2c(CO)cnc2SCC(=O)NCc2ccccc2Cl)cc1	.	3%	-3%
O=C(Nc1ccc(Cl)cc1)N1CCC(c2nc(-c3ccccc3Cl)no2)CC1	-10%	-2%	?
CCOC(=O)C1CCCN(C(=O)c2cccc(NC(=O)C(CC)CC)c2)C1 (stereo not given)	-25%	-2%	1%
Cc1ccsc1/C=N/NC(=O)c1cccnc1	-1%	1%	-19%
CC(C)N(CC(N)=O)C(=O)Cc1coc2cc3c(cc12)CCC3	-2%	3%	-8%
Cc1cccc(N2CCN(C3(c4ccccc4)C(=O)c4ccccc4C3=O)CC2)c1C	.	5%	-4%
Cc1nc(N2CCN(c3ccccn3)CC2)c2c(C)c(C(=O)Nc3ccc(F)cc3)sc2n1	-2%	7%	-21%
COCC1=C(C(=O)OC)C(c2ccco2)n2ncnc2N1 (stereo not given)	-4%	6%	1%

Grouped by structure, the compounds so far containing fluorine
SMILES	N370S GC mod	TDP1 block	FEN1 inh
O=C(Nc1ncc2c(n1)-c1ccccc1CC2)c1ccc(F)cc1	4%	3%	-4%
COc1ccc(-c2cc(N)n(S(=O)(=O)c3c(F)c(F)c(F)c(F)c3F)n2)cc1OC	-3%	9%	-3%
CCN(C[C@H]1N[C@@](C)(C(=O)OC)[C@H]2C(=O)N(C)C(=O)[C@@H]12)S(=O)(=O)c1ccc(C(F)(F)F)cc1	.	1%	4%
O=C(O)CCSCc1ccccc1F	4%	2%	-7%
Cc1ccc(S(=O)(=O)N2CCCN(S(=O)(=O)c3ccc(C(F)(F)F)cc3)CC2)cc1	-13%	-2%	-13%
Cc1ccc(NC(=O)c2c(NC(=O)c3ccc(F)cc3)sc3c2CCCC3)cc1C	.	-7%[12.3 µM]	5%
Cc1ccc(S(=O)(=O)N2CCC(=O)N(C(COCc3ccc(C(F)(F)F)cc3)C(C)C)CC2)cc1 (stereo not given)	11%	4%	-23%
O=C(CN(C(=O)C1CSC(=O)C1)c1ccc(F)cc1)NCc1ccc2c(c1)OCO2 (stereo not given)	-2%	3%	0%
O=C(CCCCn1c(=O)c2ccccc2n(CC(=O)Nc2cccc(F)c2)c1=O)NCc1ccccc1Cl	.	0%	10%
Cc1nc(N2CCN(c3ccccn3)CC2)c2c(C)c(C(=O)Nc3ccc(F)cc3)sc2n1	-2%	7%	-21%
